# Bioassay records (PubChem BioAssay)
# KAT2A inh: GCN5L2 (KAT2A) acetyltransferase inhibition | Q92830 | 390,000 tested, 0.21% active | Potency, µM (series often up to 58.9 µM), for inactives: at the highest dose activity change, negative = inhibition, actives largely listed as inhibitors | GCN5L2 HAT assay, ThioGlo1 CoA-SH fluorescence
# Target sequence (Q92830 whole entry, looked up): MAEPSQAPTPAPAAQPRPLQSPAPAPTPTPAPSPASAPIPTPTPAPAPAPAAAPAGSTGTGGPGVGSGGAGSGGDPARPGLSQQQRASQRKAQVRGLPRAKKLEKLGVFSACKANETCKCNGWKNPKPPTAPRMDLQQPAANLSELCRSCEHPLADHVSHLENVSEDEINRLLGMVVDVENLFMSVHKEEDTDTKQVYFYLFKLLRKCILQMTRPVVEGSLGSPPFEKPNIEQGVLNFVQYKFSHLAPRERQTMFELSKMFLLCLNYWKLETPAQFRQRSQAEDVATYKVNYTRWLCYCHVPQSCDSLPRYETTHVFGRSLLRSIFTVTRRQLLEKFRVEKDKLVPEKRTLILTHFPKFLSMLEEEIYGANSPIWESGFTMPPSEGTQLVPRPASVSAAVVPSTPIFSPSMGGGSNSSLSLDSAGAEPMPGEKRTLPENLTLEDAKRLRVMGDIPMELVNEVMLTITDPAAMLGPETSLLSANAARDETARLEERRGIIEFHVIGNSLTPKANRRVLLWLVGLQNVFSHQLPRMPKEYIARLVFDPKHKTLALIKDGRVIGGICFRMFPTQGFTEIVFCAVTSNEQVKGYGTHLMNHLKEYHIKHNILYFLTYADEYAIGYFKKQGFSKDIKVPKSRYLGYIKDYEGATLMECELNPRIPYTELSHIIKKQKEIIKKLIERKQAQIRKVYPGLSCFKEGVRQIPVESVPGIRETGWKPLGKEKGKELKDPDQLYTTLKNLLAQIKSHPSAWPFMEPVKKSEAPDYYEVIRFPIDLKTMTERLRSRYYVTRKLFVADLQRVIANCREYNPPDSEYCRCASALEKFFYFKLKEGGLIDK
#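 Titration-based screen in which CoA formation is detected via maleimide probe ThioGlo1 (50uM) turning fluorescent on thiol reaction; substrates H3(1-25) 75uM and acetyl-CoA 70uM, GCN5L2 20nM, 20 min incubation at room temperature.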
# TDP1 cell CPT: DT40-hTDP1 cell growth loss with CPT; 420,000 tested, 12% active; Potency, µM (highest dose often 46.2 µM), inactives show at the top dose activity change, negative = growth inhibition, actives largely listed as inhibitors; chicken DT40 Tdp1-/-;hTDP1 cells + 20 nM CPT, ATP luminescence, 48 h; note: nearly all actives have a fitted effect of over 55% in size
#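 Cell growth measured by CellTiter-Glo luminescence after a minimum 48 h, 37 C compound exposure with 20 nM CPT in Tdp1-knockout DT40 cells stably expressing hTDP1, seeded 400/well; qHTS titration format.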
# FEN1 inhibitor: blocks human flap endonuclease 1. Recombinant FEN1 flap cleavage, fluorescence, 15 min. Potency, µM (series often up to 114 µM), for inactives: at the top dose activity change, negative = inhibition, hits mostly inhibitors. 390,000 tested, 0.35% active. AID 588795; note: nearly all actives have a fitted effect of over 65% in size
#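 Nuclease activity of 10 nM FEN1 was measured after 15 min of room-temperature exposure to titrated compounds, by adding 50 nM flap substrate and reading plates at 0 and 15 min.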
# * = called active by the depositor; ? = inconclusive; nt = not tested or not shown; [ ] = another dose, or the depositor's remark. Calls come from the whole dose curve; as a rule, active = well fitted curve in the direction sought with a large enough effect; inconclusive = small, poorly fitted or top-dose-only effect, or another doubt; inactive = no such curve, though single readings can be large; an effect the other way counts as inactive or inconclusive. % is set by controls: 0 for no effect and ±100 for the full control effect; potency is the fitted concentration of half-maximal effect. Not all compounds are listed. The share of hits here may be higher or lower than overall.
SMILES,KAT2A inh,TDP1 cell CPT,FEN1 inhibitor
CN(C)C(=O)C1CC(=O)OC12CCCCC2 (stereo unspecified),-3%,18%,-4%
N#C/C(=C/c1ccc(C(=O)O)cc1)C(=O)Nc1ccccc1,-6%,-10%,-3%
COc1ccccc1C(=O)N1CCN(C(=O)Cc2ccccc2)CC1,0%,-5%,-3%
O=C(NCCOc1ccccc1)C1CCC(=O)N(CCN2CCOCC2)C1 (stereo unspecified),0%,11%,-2%
Cc1nc2cnc(Oc3cccc(Cl)c3)nc2n(C[C@H]2CCCO2)c1=O,-7%,-10%,nt
O=C1CC(c2ccccc2)CC(=O)C1=CN1CCCC1 (stereo unspecified),-5%,-28%,10%
Cc1ccccc1NC(=O)N(C(C)C)C(C)C,0%,1%,9%
CCc1ccc(CN2C(=O)CCC2(C)C(=O)NC2CCCC2)cc1 (stereo unspecified),3%,?,-3%
c1cncc(-c2ccc3ncnc(N4CCNCC4)c3c2)c1,-12%,?,nt
O=C(NNc1nc2ccccc2s1)Nc1ccc(Cl)c(Cl)c1,11%,-28%,5%
O=C(NC(=S)Nc1ccc2nc[nH]c2c1)c1ccccc1,-1%,-5%,16%
CCOC(=O)c1nnn(-c2nonc2N)c1CNC(C)C,0%,?,-4%
Cc1ccc(S(=O)(=O)NCC(=O)N(CC2CCCO2)C(C(=O)NC2CCCC2)C(C)C)cc1 (stereo unspecified),0%,6%,7%
COc1ccc([N+](=O)[O-])cc1C1NN=C(c2ccccc2O)S1 (stereo unspecified),?,3.7µM*,-12%
COc1ccc(NC(=O)CCC(=O)OCc2ccc(Br)cc2)cc1,1%,2%,-5%
O=C1CCCc2oc3ccc(O)cc3c21,0%,3%,-5%
C#CCOCCOCCOCCNc1nc(N2CCN(C(=O)[C@H](CCC(=O)O)n3cc(CN)nn3)CC2)nc(N2CCN(C(=O)[C@H](CCC(=O)O)n3cc(CN)nn3)CC2)n1,0%,33%[activator],-22%
O=C(c1ccc(C(F)(F)F)cc1)C1CCCN(Cc2cccn2-c2ncccn2)C1 (stereo unspecified),0%,?,-11%
Cc1ccc2ncc3c(-c4ccc(F)cc4)nn(-c4cccc(F)c4)c3c2c1,0%,0%,-1%
O/N=C1\CC/C(=N\O)c2nn(-c3ccccc3Cl)nc21,-6%,?,-11%
O=C(Cc1ccccc1)Nc1ccc(NC(=O)c2cccs2)c(Cl)c1,0%,-4%,-1%
CCCCCCC(=O)Oc1cccc(N2C(=O)C3CCCCC3C2=O)c1 (stereo unspecified),2%,6%,-16%
COc1ccc(NC(=O)c2oc3ccc(S(=O)(=O)N4CCC5(CC4)OCCO5)cc3c2C)cc1,-21%,16µM*,-10%
CCCc1ccc(OCc2ccc(C(=O)N3CCN(c4ccccn4)CC3)o2)c(OC)c1,-26%,?,?
CN1CCN(C(=S)c2cn(Cc3ccc(Br)cc3)c3ccccc23)CC1,-5%,21µM*,-27%

# Molecules above containing an aryl methoxy group:
SMILES,KAT2A inh,TDP1 cell CPT,FEN1 inhibitor
COc1ccccc1C(=O)N1CCN(C(=O)Cc2ccccc2)CC1,0%,-5%,-3%
COc1ccc([N+](=O)[O-])cc1C1NN=C(c2ccccc2O)S1 (stereo unspecified),?,3.7µM*,-12%
COc1ccc(NC(=O)CCC(=O)OCc2ccc(Br)cc2)cc1,1%,2%,-5%
COc1ccc(NC(=O)c2oc3ccc(S(=O)(=O)N4CCC5(CC4)OCCO5)cc3c2C)cc1,-21%,16µM*,-10%
CCCc1ccc(OCc2ccc(C(=O)N3CCN(c4ccccn4)CC3)o2)c(OC)c1,-26%,?,?

# Part of the list above with just TDP1 cell CPT.
smiles	TDP1 cell CPT
Cc1nc2cnc(Oc3cccc(Cl)c3)nc2n(C[C@H]2CCCO2)c1=O	-10%
O=C1CC(c2ccccc2)CC(=O)C1=CN1CCCC1 (stereo unspecified)	-28%

# Full records as entered above.
# `CCOC(=O)c1nnn(-c2nonc2N)c1CNC(C)C` reads KAT2A inh = 0%; TDP1 cell CPT = ?; FEN1 inhibitor = -4%
# `O=C1CC(c2ccccc2)CC(=O)C1=CN1CCCC1` (stereo unspecified) reads KAT2A inh = -5%; TDP1 cell CPT = -28%; FEN1 inhibitor = 10%
# `CCCc1ccc(OCc2ccc(C(=O)N3CCN(c4ccccn4)CC3)o2)c(OC)c1` reads KAT2A inh = -26%; TDP1 cell CPT = ?; FEN1 inhibitor = ?

# More compounds follow.
SMILES,KAT2A inh,TDP1 cell CPT,FEN1 inhibitor
COc1cccc(CSc2nnc(C(F)(F)F)n2Cc2ccc(F)cc2)c1,-7%,?,-6%
O=C1N=C(N2CCCC2)S/C1=C\C=C\c1ccccc1,-11%,-3%,0%
CCCCn1c(C(C)NC(=O)CC)nc2ccccc21 (stereo unspecified),-11%,23µM*,23%
CCOC(=O)c1sc(NC(=O)c2nc3ncccn3n2)c(C(=O)OC)c1C,0%,7%,-16%
Cc1c(C(=O)NN)sc(=S)n1C,-6%,-12%,3%
O=c1cc(CSc2ccccc2)[nH]c2ccc(F)cc12,-12%,12µM*,-10%
CCN(CC)CCCNC(=O)Cc1c(C(=O)O)n(C)c2ccccc12,-3%,6%,16%
COc1ccc2ccccc2c1CN1CCN(C(=O)c2ccco2)CC1,-2%,18µM*,8%
O=C1CCc2cc(NS(=O)(=O)c3ccc(F)cc3)cc3c2N1CC3,-8%,0%,-1%
CCOc1ccc(NC(=O)C(=O)NCCc2csc(-c3ccc(C)cc3)n2)cc1,7%,-24%,1%
COc1ccc(CCNC(=O)Cn2cnc3c2c(=O)n(C)c(=O)n3C)cc1OC,-12%,-15%,0%
CCOC(=O)c1c(C)nc2sc3c(=O)n(-c4ccc(OC)cc4)nnc3c2c1-c1ccc(OC)cc1,-13%,?,-5%
COC(=O)CCn1[nH]c(=O)c2ccccc2c1=O,-1%,19%,-2%
CCOCCCNC(=S)N1CCCN(c2nc3c(C)c(C)ccc3cc2C#N)CC1,-3%,?,2%
CCOc1cc(CNS(=O)(=O)c2cn(C)cn2)cc(OCC)c1OCC,-1%,-8%,3%
COc1ccc(CN2CCN(C(=O)CCC(=O)Nc3nnc(CC(C)C)s3)CC2)cc1F,1%,3.3µM*,1%
O=C(COC(=O)c1ccccn1)NCc1cccc(Cl)c1,-1%,-1%,-2%
O=C(Cc1ccc(Cl)cc1)OCc1nnc(-c2ccccc2)o1,-8%,-18%,-2%
CCC(Sc1nc2ccccc2[nH]1)C(=O)Nc1cc(C)on1 (stereo unspecified),-20%,-3%,-3%
COc1ccc(NS(=O)(=O)c2ccc(N3CCOCC3)c(NC(=O)c3cccc(F)c3)c2)cc1,-6%,9.2µM*,0%
COc1ccc2[nH]cc(CCNC(=O)Nc3c(C)cccc3C)c2c1,-11%,-26%,13%
CC(C)(C)c1ccc(C2(C)NC(=O)N(CC(=O)NCc3cccs3)C2=O)cc1 (stereo unspecified),-3%,?,11%
COc1ccc([N+](=O)[O-])cc1NC(=O)C(C)OC(=O)c1cccnc1Cl (stereo unspecified),5%,-5%,-12%
O=C(Cn1c(=O)oc2cc(S(=O)(=O)N3CCCCCC3)ccc21)Nc1cccc(C(F)(F)F)c1,-26%,8.2µM*,10%
COc1ccccc1NC(=O)C(=O)NCC(c1ccc2c(c1)OCO2)N1CCOCC1 (stereo unspecified),-2%,?,-6%

# Another view of six compounds above.
# Every second line gives: KAT2A inh | TDP1 cell CPT | FEN1 inhibitor
CCCCCCC(=O)Oc1cccc(N2C(=O)C3CCCCC3C2=O)c1 (stereo unspecified)
  2% | 6% | -16%
CCOc1cc(CNS(=O)(=O)c2cn(C)cn2)cc(OCC)c1OCC
  -1% | -8% | 3%
O=C1CCc2cc(NS(=O)(=O)c3ccc(F)cc3)cc3c2N1CC3
  -8% | 0% | -1%
COc1ccc2[nH]cc(CCNC(=O)Nc3c(C)cccc3C)c2c1
  -11% | -26% | 13%
CCOC(=O)c1sc(NC(=O)c2nc3ncccn3n2)c(C(=O)OC)c1C
  0% | 7% | -16%
COc1ccc([N+](=O)[O-])cc1C1NN=C(c2ccccc2O)S1 (stereo unspecified)
  ? | 3.7µM* | -12%

# (more compounds)
SMILES,KAT2A inh,TDP1 cell CPT,FEN1 inhibitor
COc1ccc(C(=O)NCCS(=O)(=O)N(C)Cc2ccccc2)cc1,-7%,-26%,4%
COc1cccc(CNC(=O)CC(NC(C)=O)c2ccccc2)c1 (stereo unspecified),-6%,2%,2%
COc1ccc(N2CCN(C(CNC(=O)C(=O)NCCc3ccccc3)c3cccnc3)CC2)cc1 (stereo unspecified),-10%,15µM*,-3%
CN(C(=O)c1cccc(NC(=O)Cc2cccc(NC(=O)C3CCCN(C(=O)C4CC4)C3)c2)c1)C1CCC1 (stereo unspecified),nt,?,16%
O=C(Nc1ccc2c(c1)OCCO2)c1cc(-c2ccccc2)nc2ccccc12,-9%,?,-19%
CC(=O)N1CCN(c2ccc(NCc3ccco3)cc2)CC1,2%,nt,-10%
Cc1ccc(CNC(=O)Cn2cnc3c(NCc4ccccc4)ncnc32)o1,-3%,18µM*,-3%
COc1ccc(CCNCC(=O)Nc2ccc(C)c(Br)c2)cc1OC,0%,9.2µM*,35%[activator]
N#Cc1ccccc1NC(=O)c1ccc2c(Cl)c3c(nc2c1)CCCC3,-3%,?,1%
CCCOc1cc(NCc2ccccc2)c2ncn(C(C)C)c2c1,-7%,?,-18%
C=CCOc1cccc(CNn2cn[nH]c2=S)c1,?,-10%,-9%
O=C(c1cc(NC(=O)C23CC4CC(CC(C4)C2)C3)cc(NC(=O)C23CC4CC(CC(C4)C2)C3)c1)N1CCCCC1,5%,?,7%
CCCCCCCNc1nc(Cl)nc(NCCO)n1,-6%,-27%,-3%
C=CCN(C(=O)CNC(=O)c1ccco1)C(C(=O)NC1CCCCC1)c1ccc(F)cc1 (stereo unspecified),-1%,1%,-2%
CCN1CC2CCCC3(C1)C(=O)NC1(CCCCC1)N=C23 (stereo unspecified),-18%,0%,6%
COc1ccc(/C(C)=N/N=C(N)N)c(O)c1,-4%,-16%,-1%
C=CCNC(=O)CCCOc1cc(C)ccc1C,-9%,-12%,-20%
O=C(Nc1nnc(-c2cccnc2)o1)c1ccccc1Cl,-1%,-12%,3%
C=CCn1c(=NC(=O)c2cc(-c3cccs3)nc3ccccc23)sc2cc(S(N)(=O)=O)ccc21,-6%,?,-3%
NS(=O)(=O)c1ccccc1,6%,-20%,2%
COc1ccc(NC(=O)CN(C)CC(=O)Nc2ccccc2SC)cc1Cl,-2%,?,-10%
CC1(C)CC(=O)C(CC(=O)NC(=O)NCc2ccccc2)=C(O)C1,-5%,7%,5%
COC(=O)CC1=C(C(=O)OC)C(c2ccc3c(c2Cl)OCO3)C(C#N)=C(N)O1 (stereo unspecified),-2%,?,-6%
CC(CN1CCCC1)OC(=O)c1ccc(F)cc1 (stereo unspecified),-9%,1%,-1%
OCCN1CCSC1=S,nt,-12%,1%
Cc1ccc(/C=N/n2c(-c3ccccc3)n[nH]c2=S)cc1,-7%,-15%,-9%
O=S(=O)(c1ccc(-c2cnc(C3CC3)o2)cc1)N1CCN(c2ccc(F)cc2)CC1,-4%,0.92µM*,4%
CC(=O)N(C)c1ccc(NC(=O)c2ccc([N+](=O)[O-])cc2Cl)cc1,-2%,-28%,0%
CC(=O)Nc1cccc(C(=O)OC(C)C(=O)NC2CCCc3ccccc32)c1 (stereo unspecified),-1%,0%,-6%
Cc1cc(C)cc(NC(=O)C(=O)NCc2ccccn2)c1,0%,-5%,-1%
